HCMV antiviral: inhibitors of human cytomegalovirus; HFF cells, HCMV-luciferase reporter, 72 h; stronger effect = lower value; activity change, negative = inhibition, % at 57.5 µM; 4.5% of 410,000 active; AID 1259415; in the data active = activity change below about -60%; inconclusive = no clear call, values can overlap the other calls; inactive = above about -39%; note: % is set by controls: 0 for no effect and ±100 for the full control effect
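Luciferase read-out from HCMV-luciferase-infected HFFs (MOI 1 PFU/cell) 72 h post infection at 37C; compounds added after 16 h cell attachment; activity normalized between buffer-only basal and Salinomycin (10uM) inhibitor controls.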
AmpC detergent: blocks E. coli AmpC beta-lactamase in detergent assay; P00811; AmpC hydrolysis of nitrocefin, absorbance 480 nm, 0.01% Triton; Potency, µM (doses to about 114 µM), inactives show top-dose activity change, negative = inhibition, actives largely listed as inhibitors; 0.041% of 370,000 active; AID 485294;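 note: potency is the fitted concentration of half-maximal effect; 0% = no-compound wells and -100% = no-enzyme wells; nearly all actives have a fitted effect of over 25% in size; some results filed as inactive show a strong effect at the top dose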
Target sequence (P00811 whole entry, looked up): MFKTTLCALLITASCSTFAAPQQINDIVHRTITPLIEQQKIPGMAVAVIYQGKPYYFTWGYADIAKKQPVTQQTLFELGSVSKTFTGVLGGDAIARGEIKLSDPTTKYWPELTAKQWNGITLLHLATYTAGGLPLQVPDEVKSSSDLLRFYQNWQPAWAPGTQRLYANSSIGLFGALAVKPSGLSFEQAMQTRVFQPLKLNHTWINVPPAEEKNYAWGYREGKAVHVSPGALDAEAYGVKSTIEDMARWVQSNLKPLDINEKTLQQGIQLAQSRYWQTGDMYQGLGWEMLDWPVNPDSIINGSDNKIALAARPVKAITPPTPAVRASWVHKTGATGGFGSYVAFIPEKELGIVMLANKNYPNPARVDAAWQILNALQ
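20 mM phosphate pH 7.0 + 0.01% (detergent screen) or 0.0001% Triton X-100; 5.3 nM AmpC reagent; cpd preinc 15 min RT; nitrocefin (800 uM stock) to start; A480 q20 s × 4 min; Activity was normalised to no-enzyme and no-compound control wells.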
Cycloheximide cs: counter-screen hit for Shiga toxin inhibitors, cycloheximide; cell reporter, cycloheximide protein synthesis inhibition counterscreen; max response, %; 12% of 300,000 active; in the data active = max response mostly above about 13%, no sharp cut-off; inactive = mostly below about 14%; note: read at 38.3 µM for the half of the compounds with a filed dose; 0% is about no effect
AMA1 RON2 block: inhibitors of Plasmodium falciparum AMA1-RON2 interaction. AlphaScreen AMA1-biotinylated RON2 peptide binding. Potency, µM (series often up to 58.2 µM), for inactives: at the highest dose activity change, negative = inhibition, most hits filed as inhibitors. 0.2% of 360,000 active;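 note: potency is the fitted concentration of half-maximal effect; 0% = vehicle wells and -100% = peptide control; nearly all actives have a fitted effect of over 45% in size; some results filed as inactive show a strong effect at the top dose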
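AMA1 (3D7) with his tag at 25 nM final met compounds first, then biotinylated RON2 peptide at 25 nM; detection used donor plus acceptor beads, 10 µg/mL apiece, read by AlphaScreen after 30 min at room temperature.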
AmpC inh no detg: blocks E. coli AmpC beta-lactamase in detergent-free assay; P00811; AmpC nitrocefin hydrolysis, absorbance 480 nm, 0.0001% Triton; Potency, µM (series often up to 57.1 µM), for the others: top-dose activity change, negative = inhibition, most hits filed as inhibitors; 0.52% of 330,000 active;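 note: potency is the fitted concentration of half-maximal effect; plate controls were no compound for no effect and no enzyme for full effect; nearly all actives have a fitted effect of over 20% in size; some results filed as inactive show a strong effect at the top dose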
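20 mM phosphate pH 7.0 + 0.01% (detergent screen) or 0.0001% Triton X-100; 5.3 nM AmpC reagent; cpd preinc 15 min RT; nitrocefin (800 uM stock) to start; A480 q20 s × 4 min; Activity was normalised to no-enzyme and no-compound control wells.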
FBPA Giardia inh: inhibitors of Giardia lamblia fructose-1,6-bisphosphate aldolase; purified Giardia FBPA; Potency, µM (series often up to 59.6 µM), for inactives: at the top dose activity, negative = inhibition, usual class: inhibitors; 0.71% of 290,000 active; note: potency is the fitted concentration of half-maximal effect; % is set by controls: 0 for no effect and ±100 for the full control effect; nearly all actives have a fitted effect of over 55% in size
Target sequence (A8B2U2 whole entry, looked up): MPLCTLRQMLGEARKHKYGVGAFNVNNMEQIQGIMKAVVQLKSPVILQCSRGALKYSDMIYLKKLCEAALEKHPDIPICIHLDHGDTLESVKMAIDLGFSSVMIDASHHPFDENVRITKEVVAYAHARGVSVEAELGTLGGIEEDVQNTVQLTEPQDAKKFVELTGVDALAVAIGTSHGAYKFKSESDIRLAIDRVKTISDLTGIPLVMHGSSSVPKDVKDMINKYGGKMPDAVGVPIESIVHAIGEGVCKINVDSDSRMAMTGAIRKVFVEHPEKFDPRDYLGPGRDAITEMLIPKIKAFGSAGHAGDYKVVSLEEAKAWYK
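Giardia FBPA (40 nM reagent) was preincubated 10 min at RT with compound (up to 57.5 uM final), then substrate plus GAPDH/TPI/NAD/arsenate coupling system with diaphorase/resazurin was added; resorufin fluorescence (525/598 nm) was read after 20 min.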
Shiga inhibitor: blocks Shiga toxin action in Vero cells; Vero cells, Shiga toxin protein synthesis inhibition reporter; inhibition, % at 38.7 µM; 9.2% of 290,000 active; AID 2315; in the data active = inhibition mostly above about 28%, no sharp cut-off; inactive = mostly below about 43%; note: 0% is about no effect
Starred values were filed as active, the others as inactive; ? = inconclusive; · = no result given; + = active, no number; [ ] = remark or other dose. Unless noted, calls come from the whole dose curve; as a rule, active = well fitted curve in the direction sought with a large enough effect; inconclusive = small, poorly fitted or top-dose-only effect, or another doubt; inactive = no such curve, though single readings can be large; an effect the other way counts as inactive or inconclusive.

SMILES | HCMV antiviral | AmpC detergent | Cycloheximide cs | AMA1 RON2 block | AmpC inh no detg | FBPA Giardia inh | Shiga inhibitor
Cc1cccc([C@H](NC(=O)OC(C)(C)C)C(=O)OC(C)(C)C)c1 | 6 | -7% | · | 11% | 11% | · | ·
CCN(CC(=O)Nc1c(F)cccc1F)C(=O)c1ccc(-c2ccc(C(C)=O)cc2)o1 | -3 | ? | · | -3% | -14% | · | ·
CCOc1ccc(N(CC(=O)NCCSc2ccccn2)S(C)(=O)=O)cc1 | 0 | -7% | -4 | 5% | -8% | 0% | -3
CCCOC(=O)c1ccc(NC(=O)c2cn(CC)c3nc(C)ccc3c2=O)cc1 | · | -10% | -3 | · | -20% | -5% | -18
COc1ccccc1NC(=O)Cn1c(O)c(N=NC(=O)c2ccccc2O)c2ccccc21 | -107* | -14% | 3 | 3% | -27% | -9% | -9
CCN1CCc2c(sc(N)c2C(N)=O)C1 | -13 | 2% | -5 | 9% | -13% | ? | -13
CCN1CCc2ccccc2C1 | -12 | -9% | -3 | 3% | -14% | -3% | -9
COc1cccc(-n2c(SCC(=O)NC3CCCCC3)nc3n[nH]c(C)c3c2=N)c1 | 28 | -4% | 10 | 37%[activator] | 109%[activator] | -9%[12.9 µM] | 19
CC1CC(=O)N(CC(=O)Nc2ccc(F)cc2F)c2ccccc2S1(=O)=O (stereo not given) | -17 | 0% | 13 | -3% | 5% | 9% | 19
O=c1ccc(/C=C/c2ccccc2)nn1Cc1ccccc1 | 54 | ? | -6 | 19% | 36% | -5% | -8

Remaining list, next part.
SMILES | HCMV antiviral | AmpC detergent | Cycloheximide cs | AMA1 RON2 block | AmpC inh no detg | FBPA Giardia inh | Shiga inhibitor
COc1ccc(NS(=O)(=O)c2cc(OCC(N)=O)c(C)cc2Cl)cc1 | -29 | ? | 0 | -1%[2.32 µM] | -12% | 5% | -4
c1cc2c3c(cccc3c1)NC(c1ccc3c(c1)OCO3)N2 | 78 | -9% | 9 | ? | -57% | -28% | 11
COc1cc2c(cc1O)[C@@H]1Cc3ccc(OC)c(O)c3CN1CC2 | -15 | -9% | · | -5% | -29% | · | ·
Cn1c(=O)c2c3c(sc2n2cnnc12)CCC3 | -11 | 3% | -3 | -8% | -5% | 5% | -5
CC(=O)c1ccc(Oc2cc(C)nc(-n3nc(C)cc3C)n2)cc1 | ? | 1% | -2 | 0% | 27% | -8% | -14
CC(C)CC(NC(=O)C1CCC(C)CC1)C(=O)NCc1ccccn1 (stereo not given) | -18 | -13% | -1 | 43%[activator] | 0% | 3% | -7
O=C1C(N2CCOCC2)=C(n2nnc3ccccc32)C(=O)c2ccccc21 | -100* | ? | 45* | ? | 5% | ? | 26
CC(C)(C)OC(=O)Nc1ccc([C@@H](NC(=O)OC(C)(C)C)C(=O)OC(C)(C)C)cc1 | 9 | 0% | · | 1% | -11% | · | ·
CCc1ccc(NC(=S)N(CCCN2CCOCC2)Cc2ccco2)cc1 | ? | -1% | -1 | 0% | 50% | 3% | -17
Cn1c(SCC(=O)Nc2sccc2C#N)nnc1-c1ccccc1 | -7 | 1% | -2 | -4% | -23% | -1% | -6

Next section
SMILES | HCMV antiviral | AmpC detergent | Cycloheximide cs | AMA1 RON2 block | AmpC inh no detg | FBPA Giardia inh | Shiga inhibitor
O=C(Nc1nccs1)c1ccc(-c2ccc(Cl)cc2)o1 | 102 | -6% | 51* | 65%[activator] | -39% | 3% | 94*
O=C(CSc1nnc(-c2ccccc2)c(-c2ccccc2)n1)N1CCOCC1 | 11 | ? | -4 | 0% | 42% | 2% | 8
Cc1oc2c(c1C(=O)NCc1cccnc1)C(=O)c1ccccc1C2=O | · | -4% | 3 | -3% | -14% | ? | 9
CCC(C)Sc1cc(C)c(C#N)c2nc3ccccc3n12 (stereo not given) | ? | -19% | -3 | -8%[2.32 µM] | -9% | 15% | -1
COc1ccc(OCC(=O)Nc2ccc(NC(=O)c3cccs3)c(OC)c2)cc1 | 0 | -3% | 9 | -2% | -55% | -1% | -7
CCOC(=O)C1CCN(c2ncnc3c2[nH]c2cccc(OC)c23)CC1 | -2 | -7% | -3 | -1% | -24% | 1% | -12
O=C(Nc1ccc(Br)cc1)c1cccc2c1C(=O)N(C1CCCCC1)C2 | 0 | 2% | -2 | 6% | -25% | · | 9
O=C(Cc1ccccn1)c1ccccc1 | -9 | 1% | · | 12% | -2% | · | ·
COc1ccc(C(=O)Nc2nc(N)n(-c3ccccc3)n2)cc1 | 18 | ? | 0 | -2% | -3% | -1% | -1
CCOC(=O)CCc1c(C)c2ccc(OCC(=O)OC(C)C)cc2oc1=O | -33 | 1% | 34* | -4% | ? | -2% | +

Further entries:
SMILES | HCMV antiviral | AmpC detergent | Cycloheximide cs | AMA1 RON2 block | AmpC inh no detg | FBPA Giardia inh | Shiga inhibitor
CC(OC(=O)c1ccccc1OCc1ccc(Cl)cc1)C(N)=O (stereo not given) | -19 | 3% | 2 | -4% | -8% | -17% | -21
COc1ccc(-c2nc3ccccc3c(=O)n2CCOc2c(C)cccc2C)cc1 | -27 | -13% | -2 | -8% | -14% | -1% | 13
Cc1cc([N+](=O)[O-])ccc1NC(=S)NC(=O)Cc1ccccc1 | -25 | -1% | 2 | 2% | -38% | -17% | 32
COc1ccc2[nH]cc(CCNS(=O)(=O)c3ccc(F)cc3)c2c1 | ? | 6% | -1 | -18% | -16% | -6% | -8
O=C(Nc1cccc(Cl)c1)c1ccc(F)c(S(=O)(=O)N2CCN(c3ccccn3)CC2)c1 | -29 | -25% | -1 | -18% | -40% | 1% | -3
Cc1cc(C)cc(NC(=S)Nc2ccc3cn[nH]c3c2)c1 | ? | -5% | 8 | 27% | -52% | -11% | -1

Entries above containing four or more nitrogen atoms:
SMILES | HCMV antiviral | AmpC detergent | Cycloheximide cs | AMA1 RON2 block | AmpC inh no detg | FBPA Giardia inh | Shiga inhibitor
COc1ccccc1NC(=O)Cn1c(O)c(N=NC(=O)c2ccccc2O)c2ccccc21 | -107* | -14% | 3 | 3% | -27% | -9% | -9
COc1cccc(-n2c(SCC(=O)NC3CCCCC3)nc3n[nH]c(C)c3c2=N)c1 | 28 | -4% | 10 | 37%[activator] | 109%[activator] | -9%[12.9 µM] | 19
Cn1c(=O)c2c3c(sc2n2cnnc12)CCC3 | -11 | 3% | -3 | -8% | -5% | 5% | -5
CC(=O)c1ccc(Oc2cc(C)nc(-n3nc(C)cc3C)n2)cc1 | ? | 1% | -2 | 0% | 27% | -8% | -14
O=C1C(N2CCOCC2)=C(n2nnc3ccccc32)C(=O)c2ccccc21 | -100* | ? | 45* | ? | 5% | ? | 26
Cn1c(SCC(=O)Nc2sccc2C#N)nnc1-c1ccccc1 | -7 | 1% | -2 | -4% | -23% | -1% | -6
O=C(CSc1nnc(-c2ccccc2)c(-c2ccccc2)n1)N1CCOCC1 | 11 | ? | -4 | 0% | 42% | 2% | 8
CCOC(=O)C1CCN(c2ncnc3c2[nH]c2cccc(OC)c23)CC1 | -2 | -7% | -3 | -1% | -24% | 1% | -12
COc1ccc(C(=O)Nc2nc(N)n(-c3ccccc3)n2)cc1 | 18 | ? | 0 | -2% | -3% | -1% | -1
O=C(Nc1cccc(Cl)c1)c1ccc(F)c(S(=O)(=O)N2CCN(c3ccccn3)CC2)c1 | -29 | -25% | -1 | -18% | -40% | 1% | -3
Cc1cc(C)cc(NC(=S)Nc2ccc3cn[nH]c3c2)c1 | ? | -5% | 8 | 27% | -52% | -11% | -1

From PubChem BioAssay
